Bioassay records as filed in PubChem BioAssay.
FUS yeast rescue – rescues growth of FUS-expressing yeast; Potency, µM (titrated, usually from 76.6 µM), for the others: at the highest dose growth rescue (activation), most hits filed as activators; hit rate 0.24% among 390,000; S. cerevisiae FUS-expressing, growth rescue, OD600, 24 h;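 note: potency is the fitted concentration of half-maximal effect; plate controls were DMSO vehicle for no effect and reference control for full effect; nearly all actives have a fitted effect of over 55% in size; some results filed as inactive show a strong effect at the top dose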
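Restored growth of FUS-toxic S. cerevisiae, read as 600 nm absorbance after 24 h at 30C in galactose medium (starting OD 0.005). Controls CP55940 and DMSO.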
D3 ag – activates the human D3 dopamine receptor. P35462. D3R DiscoveRx beta-arrestin cells, luminescence, 90 min. max activation, %. hit rate 0.58% among 410,000; in the data active = max activation above about 30%; note: 0% is about no effect; mostly tested at two doses, the higher about 12 µM
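Agonist mode: compounds and dopamine controls were applied to plated cells for 90 min at 37 degrees C after an overnight attachment at 1500 cells/well. Luminescent read-out followed 30 - 60 minutes at room temperature with DiscoveRx detection reagent.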
EPAC2 agonist – agonists of human EPAC2 (RAPGEF4); AID 720711; hit rate 0.079% among 360,000; Q8WZA2; Potency, µM (series often up to 154 µM), inactives show at the highest dose activation, most hits filed as activators; EPAC2 activation, biochemical qHTS; response scale: 100% = 6.5 mM cAMP response; note: potency is the fitted concentration of half-maximal effect; nearly all actives have a fitted effect of over 50% in size
Target sequence (Q8WZA2 whole entry, looked up): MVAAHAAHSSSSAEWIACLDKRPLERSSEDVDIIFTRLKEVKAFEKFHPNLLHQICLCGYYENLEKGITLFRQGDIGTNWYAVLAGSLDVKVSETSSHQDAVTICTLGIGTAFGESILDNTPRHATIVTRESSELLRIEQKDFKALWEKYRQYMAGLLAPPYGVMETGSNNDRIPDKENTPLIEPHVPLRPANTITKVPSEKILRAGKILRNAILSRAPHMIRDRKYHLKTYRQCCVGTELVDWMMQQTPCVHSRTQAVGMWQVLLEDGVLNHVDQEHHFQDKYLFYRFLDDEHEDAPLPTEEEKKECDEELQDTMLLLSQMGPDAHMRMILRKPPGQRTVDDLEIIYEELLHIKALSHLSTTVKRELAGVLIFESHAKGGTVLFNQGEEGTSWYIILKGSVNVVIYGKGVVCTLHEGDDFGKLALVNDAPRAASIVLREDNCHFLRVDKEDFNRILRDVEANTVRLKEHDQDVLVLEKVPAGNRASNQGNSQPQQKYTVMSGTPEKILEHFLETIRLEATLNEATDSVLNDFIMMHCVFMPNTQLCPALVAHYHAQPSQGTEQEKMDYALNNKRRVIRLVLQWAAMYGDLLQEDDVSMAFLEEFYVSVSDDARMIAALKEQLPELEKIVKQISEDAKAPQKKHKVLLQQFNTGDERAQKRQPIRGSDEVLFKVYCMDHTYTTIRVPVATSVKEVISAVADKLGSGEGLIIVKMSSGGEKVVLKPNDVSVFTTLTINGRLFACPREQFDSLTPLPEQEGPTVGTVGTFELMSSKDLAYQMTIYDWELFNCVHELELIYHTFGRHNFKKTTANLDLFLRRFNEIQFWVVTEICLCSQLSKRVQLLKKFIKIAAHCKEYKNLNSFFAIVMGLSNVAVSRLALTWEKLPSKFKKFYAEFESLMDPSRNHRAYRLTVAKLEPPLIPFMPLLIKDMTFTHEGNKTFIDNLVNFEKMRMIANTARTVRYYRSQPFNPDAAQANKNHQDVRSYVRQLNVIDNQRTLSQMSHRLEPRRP
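Exchange assay: 100 nM EPAC2 with 250 nM Rap1B-BODIPY-GDP and 50 uM GDP. Fluorescence (ex 480/em 540 nm) read every 5 min for 30 min at room temperature. Data normalized to 6.5 mM cAMP as agonist control.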
DRD3 antagonist – D3 dopamine receptor (human) antagonism; max response, negative = inhibition, %; hit rate 2.5% among 360,000; D3R cells, DiscoveRx beta-arrestin luminescence, antagonist mode; hits give low values; P35462; in the data active = max response below about -50%; inconclusive = no clear call, values can overlap the other calls; note: % is set by controls: 0 for no effect and ±100 for the full control effect; mostly tested at two doses, the higher about 12 µM
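Cells expressing the human receptor were seeded at 1500 cells/well, incubated overnight at 37 degrees C in 5% CO2, then exposed to library compounds with dopamine controls for 90 minutes at 37 degrees C before luminescent detection.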
TDP-43 yeast inh – inhibitors of TDP-43 toxicity in yeast | hit rate 1.8% among 410,000 | TDP-43 expressing yeast growth rescue, BacTiter-Glo, 24 h | AID 652104 | Potency, µM (doses to about 46.1 µM), without a hit: at the top dose growth rescue (activation), most hits filed as activators; note: potency is the fitted concentration of half-maximal effect; % of control where 0% means no effect; nearly all actives have a fitted effect of over 50% in size
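Growth rescue of TDP-43-toxic yeast measured as ATP luminescence (BacTiter-Glo). Cells grown to mid-log in raffinose, induced in galactose at OD600=0.02, exposed to compound 24 hr at 30 deg C.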
aSyn rescue – rescues yeast growth from alpha-synuclein toxicity | Potency, µM (doses to about 46.1 µM), for the others: top-dose growth rescue (activation), most hits filed as activators | Yeast expressing alpha-synuclein, growth rescue, BacTiter-Glo, 24 h | hit rate 0.14% among 370,000; note: potency is the fitted concentration of half-maximal effect; % of control where 0% means no effect; nearly all actives have a fitted effect of over 65% in size
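Screening used galactose-induced yeast with toxic alpha-synuclein levels, exposed to compound for 24 hr at 30 deg C. Cell growth, read with BacTiter-Glo luminescence, gave the measured signal.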
Abeta yeast res – restores growth of yeast expressing A-beta42 peptide; yeast expressing A-beta42, growth rescue, OD600, 48 h; response scale: 0% DMSO, 100% iron-clioquinol control; Potency, µM (doses to about 46.1 µM), for inactives: at the highest dose growth rescue, actives largely listed as activators; hit rate 0.063% among 410,000; AID 1347071; note: potency is the fitted concentration of half-maximal effect; nearly all actives have a fitted effect of over 55% in size
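Growth rescue measured by 600 nm absorbance after 48 h yeast culture at 30 C with compound. Values normalized between DMSO and an equimolar ferric chloride plus clioquinol control.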
EPAC2 antagonist – antagonists of human EPAC2. Q8WZA2. EPAC2 GEF exchange of Rap1B-BODIPY-GDP, fluorescence. Potency, µM (top dose mostly 114 µM), for inactives: at the top dose activity, negative = inhibition, actives largely listed as inhibitors. hit rate 0.18% among 360,000; note: potency is the fitted concentration of half-maximal effect; % is set by controls: 0 for no effect and ±100 for the full control effect; nearly all actives have a fitted effect of over 45% in size; many of its hits are not listed in these tables
Numbers without * were called inactive; ? = inconclusive; . = no result given; [ ] = dose if it differs, or a comment. Unless noted, calls come from the whole dose curve; as a rule, active = well fitted curve in the direction sought with a large enough effect; inconclusive = small, poorly fitted or top-dose-only effect, or another doubt; inactive = no such curve, though single readings can be large; an effect the other way counts as inactive or inconclusive. These rows are one share of the data; count on the stated rates, not on these rows.

structure,FUS yeast rescue,D3 ag,EPAC2 agonist,DRD3 antagonist,TDP-43 yeast inh,aSyn rescue,Abeta yeast res,EPAC2 antagonist
O=C(Oc1ccc(Cl)c2cccnc12)C12CC3CC(CC(C3)C1)C2,-5%,-15,0%,-15,16%,-27%,4%,5%
CCOc1cccc(C2C(C(=O)c3ccc(C)o3)=C(O)C(=O)N2Cc2ccncc2)c1 (stereo not given),24%,1,-8%,-24,-2%,0%,-21%,-3%
COc1ccc(NC(=S)Nc2cccc(Cl)c2Cl)cc1OC,-12%,2,4%,-1,1%,-8%,0%,-13%
Cn1cc(C(=O)N2CCN(c3cccc(C(F)(F)F)c3)CC2)c2c3ccccc3n(C)c2c1=O,?,6,.,.,28µM*,.,7%,.
COc1ccc(-c2nc3nc(C)cc(C)n3c2Nc2c(C)cccc2C)cc1,26%,-4,.,.,?,.,2%,.
Cc1cc(C)c(S(=O)(=O)N2CCOC2CNC(=O)C(=O)NCc2cccnc2)c(C)c1 (stereo not given),-20%,0,3%,4,13%,-5%,6%,-8%
O=C(Nc1c(C(=O)Nc2cccc3ccccc23)cnn1-c1ccccc1)c1ccco1,?,-5,13%,-11,-7%,7%,4%,-2%
CCOc1ccc(Cc2nnc(SCC(=O)Nc3ccccc3)n(N)c2=O)cc1,29%,5,-2%,11,-19%,5%,0%,4%
Cc1nonc1C(=O)N1CCCC(N2CCN(c3ccc(F)cc3)CC2)C1 (stereo not given),.,7,-7%,7,18%,1%,-4%,-6%
Cc1cccn2c(=O)c3cc(C(=O)NCc4ccc(F)cc4)c(=N)n(CCCN4CCOCC4)c3nc12,0%,1,-1%,7,-7%,0%,9%,-8%
O=C(O)C1C(=O)NCC1c1ccccc1 (stereo not given),-18%,4,3%,15,-21%,-3%,-6%,-3%
O=C(COC(=O)c1ccccc1C(=O)c1ccccc1)Nc1ccc(SC(F)F)cc1,?,8,4%,1,14%,0%,21%,-7%
COCCN(Cc1cc2cc(C)c(C)cc2nc1Cl)C(=O)N1CCOCC1,-7%,3,4%,-4,-6%,-1%,4%,-2%
COc1cccc(N2CCN(C(=O)c3cccc(NC(=O)C4=C(C)OCCS4)c3)CC2)c1,36%,4,9%,103,?,-1%,-1%,2%
CCn1c(CNC(=O)c2ccco2)nnc1SCC(=O)Nc1cc(C(F)(F)F)ccc1Cl,15%,3,6%,11,-7%,-1%,1%,5%
C/C(CCC1CC(C)OC1=O)=N\NC(N)=S (stereo not given),16%,4,13%,-18,-1%,-7%,-18%,8%
CC(C)(C)c1ccc(-c2nc(C#N)c(NCc3ccncc3)o2)cc1,25%,12,3%,-15,1%,1%,-10%,-12%
CCc1ccc(NC(=O)CSc2nc(NS(=O)(=O)c3ccccc3)cc(=O)[nH]2)cc1,29%,-7,6%,?,-15%,0%,2%,-11%
O=C(COC(=O)CCc1ccc(S(=O)(=O)N2CCOCC2)cc1)NCc1ccc(Cl)cc1,19%,17,1%,-3,-4%,9%,12%,6%
CC(C)CCn1nnnc1C(c1ccccc1F)N1CCC(C(N)=O)CC1 (stereo not given),15%,0,-3%,11,-4%,-1%,-1%,-3%
COc1ccc(CC(=O)Nc2ncc([N+](=O)[O-])s2)cc1OC,26%,1,-5%,?,-45%[inhibitor],-17%,-31%[inhibitor],-3%
O=S(=O)(N[C@H]1C[C@@H](NS(=O)(=O)OCC(Cl)(Cl)Cl)C2CCCCC21)OCC(Cl)(Cl)Cl (stereo not given in full),10%,-4,12%,2,8%,-58%[inhibitor],-25%,-15%
CCOC(=O)c1sc(Nc2nc(C)cc(C)n2)nc1C,-4%,2,-4%,23,17%,-6%,-6%,2%
Cc1cc(SCc2cc(=O)n3ccsc3n2)nc2ccccc12,37%,-4,-10%,-18,11µM*,1%,-63%[inhibitor],-11%
O=C(c1ccccc1)N1CCC(c2nc3c(nnn3Cc3ccco3)c(=O)[nH]2)CC1,1%,1,14%,-17,22%,2%,1%,-3%
O=c1[nH]c(CN2CCN(c3ccccc3)CC2)nc2scc(-c3ccccc3)c12,.,108*,10%,-5,?,-2%,12%,-7%
CC1Cc2cc(S(=O)(=O)NCc3ccccc3)ccc2N1C(=O)C1CC1 (stereo not given),-4%,5,12%,0,-3%,-7%,5%,0%
CCOc1ccc(-c2nc(N)ncc2Oc2ccc(OC)cc2)c(O)c1,28%,5,4%,-2,?,?,?,-19%
CCCC(=O)N1c2ccccc2-c2nnc(SC)nc2OC1c1sccc1C (stereo not given),-4%,2,.,.,0%,.,-8%,.
CCCc1n[nH]c(=O)c2c1nnn2Cc1ccccc1,0%,-1,6%,3,0%,1%,-10%,0%
COC(=O)c1cc2sc(Cl)cc2n1CC(=O)Nc1cc(OC)cc(OC)c1,9%,2,.,.,9%,.,-6%,.
CC(=O)Nc1nc(-c2cccs2)cs1,0%,-5,3%,16,16%,0%,-12%,0%
CC(C)N1CCN(Cc2ccc(C#CC(C)(C)O)s2)CC1CCO (stereo not given),-1%,18,0%,8,-12%,14%,-3%,7%
CCN1CCN(CCNC(=O)c2ccc(/C=C3/Sc4ccccc4N(Cc4cccc(Cl)c4)C3=O)cc2)CC1,?,-21,4%,10,-18%,-2%,-6%,-28%
CC(C)(C)NC(=O)CN(Cc1cccnc1)C(=O)c1csnn1,-3%,0,-2%,-7,2%,.,4%,4%
O=C(CN1C(=O)COCC1=O)N1CCOCC1,16%,-8,10%,-19,-22%,-2%,-10%,3%
Cc1ccc(C(=O)COC(=O)c2cccc(NC(=O)c3ccc(Br)cc3)c2)cc1,0%,8,.,.,22%,.,-9%,.
Cc1ccc(NS(=O)(=O)c2c(C(=O)N3CCCCCC3)c(C)n(C)c2C)cc1C,15%,-3,-6%,17,3%,15%,1%,1%
CCc1ccc(CNC(=O)C(CC)n2ccc3cc(S(=O)(=O)N4CCCCC4)ccc32)cc1 (stereo not given),30%,6,.,.,9%,.,-1%,.
CCCNC(=O)c1cc(S(=O)(=O)N2CCC3(CC2)OCCO3)ccc1F,-20%,-10,16%,23,13%,2%,10%,-7%
C=CCOc1ccc(NC(=O)C2CC(=O)N(C(C)C)C2)cc1 (stereo not given),-22%,-3,-2%,-12,8%,-4%,-8%,-1%
Cn1c(CNC(=O)c2ccccc2F)nnc1SCc1ccc(Cl)cc1,19%,-2,-6%,21,-28%[0.397 µM],0%,3%,6%
CCCc1cc(=O)n(-c2nc3ccccc3s2)[nH]1,15%,0,-4%,22,8%,1%,-19%,3%
CC(OC(=O)C1CC1)C(=O)Nc1cccc(S(=O)(=O)N2CCOCC2)c1 (stereo not given),5%,-9,4%,10,-3%,1%,6%,-7%
COc1ccc2c3c([nH]c2c1)C(C)N(CCC(=O)NN)CC3 (stereo not given),22%,1,3%,0,5%,-1%,4%,2%
C=CCN1N=C(c2ccc(Cl)s2)CSC1=O,0%,-3,14%,6,?,9%,-10%,-1%
O=C(Nc1cc(S(=O)(=O)N2CCCC2)ccc1OCC(F)(F)F)c1ccccc1F,.,3,-8%,-29,19%,-2%,0%,7%
Cn1c(NCc2cccnc2)nc2cc(-c3ccc(C(=O)N4CCOCC4)cc3)sc2c1=O,13%,-14,0%,-78*,3%,1%,-19%,-12%
O=c1[nH]c(SCc2ccccc2Cl)nc2c1CCCC2,14%,31*,-8%,55,-13%,3%,14%,1%
CCCCC(=O)Nc1cccc(NC(=O)c2ccc(Br)cc2)c1,23%,-18,3%,-11,-5%,3%,9%,5%

Full records from above. Order of values: FUS yeast rescue, D3 ag, EPAC2 agonist, DRD3 antagonist, TDP-43 yeast inh, aSyn rescue, Abeta yeast res, EPAC2 antagonist
Record of CC(OC(=O)C1CC1)C(=O)Nc1cccc(S(=O)(=O)N2CCOCC2)c1 (stereo not given) : 5%, -9, 4%, 10, -3%, 1%, 6%, -7%
Record of O=C(COC(=O)CCc1ccc(S(=O)(=O)N2CCOCC2)cc1)NCc1ccc(Cl)cc1 : 19%, 17, 1%, -3, -4%, 9%, 12%, 6%

Other compounds.
structure,FUS yeast rescue,D3 ag,EPAC2 agonist,DRD3 antagonist,TDP-43 yeast inh,aSyn rescue,Abeta yeast res,EPAC2 antagonist
Cc1cccc(NC(=O)Cn2c(O)c(N=NC(=O)c3ccncc3)c3ccccc32)c1,-7%,2,-4%,4,24%,-6%,4%,?
CN1CCc2c(sc3c2C(=O)NC(c2ccc(OC(=O)c4ccc(Cl)cc4)cc2)N3)C1 (stereo not given),-19%,-30,.,.,?,.,-20%,.
O=Nc1c(-c2ccccc2)[nH]n(-c2ccccc2)c1=O,7%,-7,4%,-6,-4%,-10%,4%,-8%
Cc1cccc(C)c1NC(=O)NNC(=O)c1cc(C(C)(C)C)nn1Cc1ccccc1,8%,-4,-4%,4,-27%,1%,-5%,6%
CCOC(=O)c1c(C)n(C(=O)c2ccco2)c(=O)n1C(=O)c1ccco1,16%,2,3%,5,-6%,6%,?,-2%
Cc1ccc(C2Nc3ccccc3NC3=C2C(=O)CC(C)(C)C3)c(O)c1 (stereo not given),10%,4,2%,?,.,-9%,29%,-14%
CCn1c(/C(C#N)=C(\O)CCc2ccccc2)nc2ccccc21,3%,-1,7%,-7,15%,-8%,4%,1%
COc1cc(CN2CCN(C(O)(c3ccccc3)c3ccccc3)CC2)cc(OC)c1OC,12%,-23,0%,-72*,-11%,-2%,5%,-4%
CN(c1ccc(OCC(=O)Nc2ccccc2C(=O)O)cc1)S(=O)(=O)c1ccc(Cl)cc1,.,21,0%,14,11%,1%,1%,-6%
COc1ccc(Cc2noc(CN3CCNC(=O)CC3)n2)cc1OC,-10%,22,2%,5,0%,2%,-6%,-4%
